# Screening data from PubChem BioAssay.
# PTHR1 ag: PTHR1 (human) receptor agonism. HEK293 GP2 PTHR1 cells, GloSensor cAMP luminescence, 1 h. Q03431. 0.075% of 410,000 active. Potency, µM (highest dose often 115 µM), for the others: at the highest dose activation, actives largely listed as activators; further: potency means the concentration at half of the fitted maximal effect; nearly all actives have a fitted effect of over 55% in size; some results filed as inactive show a strong effect at the top dose; inactives centre near -15; many of its hits are not listed in these tables
#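 HEK-293-derived GP2 cells expressing PTHR1 and a GloSensor cAMP reporter, 3,000/well, plated overnight, given luciferin plus IBMX (each 0.5 mM as added) for 1 h at 37 °C, then compound for 1 h at 37 °C. Luminescence was read after 15 min at room temperature.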
# CCT modulator: cytosolic chaperonin activity modulation; purified chaperonin ATPase assay, HTRF ADP detection, 30 min; AID 651819; 0.3% of 360,000 active; activity change, % (no concentration beside the values), hits read low; in the data active means activity change below about -30%; further: on the % scale 0 is the no-effect control and ±100 the full control effect
#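 First, chaperonin was dispensed at 40 nM or 20 nM final depending on batch activity. Next, compounds were pinned at 76 uM and ATP added at 10 uM. After 30 min at 37 °C, ADP detection reagents ran 30 min at ambient temperature.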
# DRD3 antagonist: D3 dopamine receptor (human) antagonism; P35462; D3R cells, DiscoveRx beta-arrestin luminescence, antagonist mode; active compounds read low; max response, negative = inhibition, %; 2.5% of 360,000 active; AID 652054; in the data active means max response below about -50%; inconclusive means no clear call, values can overlap the other calls; further: on the % scale 0 is the no-effect control and ±100 the full control effect; mostly tested at two doses, the higher about 12 µM
#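 Cells plated overnight at 1500 cells/well, then exposed to library compounds with dopamine controls for 90 minutes at 37 degrees C. DiscoveRx reagent added for 30–60 minutes at room temperature; luminescence read, quantitative HTS format.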
# DRD3 agonist: activates the human D3 dopamine receptor; P35462; D3R DiscoveRx beta-arrestin cells, luminescence, 90 min; max activation, %; 0.58% of 410,000 active; AID 652048; in the data active means max activation above about 30%; further: 0% is about no effect; mostly tested at two doses, the higher about 12 µM
#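 Agonist-mode cell screen: cells plated at 1500/well and incubated overnight at 37 °C, then exposed to library compounds for 90 min at 37 °C. Detection reagent was added for 30–60 min at room temperature, and luminescence was read.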
# Mm-Cpn inhibitor: inhibitors of Methanococcus maripaludis chaperonin (MmCpn). purified Mm-Cpn ATPase, ADP Transcreener TR-FRET. Potency, µM (top dose mostly 76.9 µM), for inactives: at the highest dose activity, negative = inhibition, hits mostly inhibitors. 0.031% of 330,000 active. AID 504842; further: potency means the concentration at half of the fitted maximal effect; on the % scale 0 is the no-effect control and ±100 the full control effect; nearly all actives have a fitted effect of over 80% in size
#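 Quantitative HTS used 25 nM Mm-CPN and 10 uM ATP in magnesium/KCl Tris buffer, pH 7.4, with 1 mM DTT. Hydrolysis ran 30 min at 37°C; ADP was read by HTRF.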
# pAkt inh: inhibitors of Akt phosphorylation | 0.32% of 360,000 active | AID 651550 | Neuro2A IGF-stimulated pAkt S473 HTRF, 20 min; active compounds read low | activity change, % for hits at 50 µM; in the data active means activity change below about -80%; inconclusive means mostly about -51% to -80%; further: on the % scale 0 is the no-effect control and ±100 the full control effect
#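 Neuro2A cells in DMEM with 0.5% FBS, overnight at 37 deg C, given compound at single 50 µM final, then IGF (6 nM final) for 20 min at 37 deg C. Lysed; phospho-Akt Ser473 by HTRF after 24 h, 665/615 ratio.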
# EPAC2 agonist: agonists of human EPAC2 (RAPGEF4); EPAC2 activation, biochemical qHTS; response scale: 100% = 6.5 mM cAMP response; 0.079% of 360,000 active; Q8WZA2; AID 720711; Potency, µM (titrated, usually from 154 µM), inactives show top-dose activation, usual class: activators; further: potency means the concentration at half of the fitted maximal effect; nearly all actives have a fitted effect of over 50% in size
# Target sequence (Q8WZA2 whole entry, looked up): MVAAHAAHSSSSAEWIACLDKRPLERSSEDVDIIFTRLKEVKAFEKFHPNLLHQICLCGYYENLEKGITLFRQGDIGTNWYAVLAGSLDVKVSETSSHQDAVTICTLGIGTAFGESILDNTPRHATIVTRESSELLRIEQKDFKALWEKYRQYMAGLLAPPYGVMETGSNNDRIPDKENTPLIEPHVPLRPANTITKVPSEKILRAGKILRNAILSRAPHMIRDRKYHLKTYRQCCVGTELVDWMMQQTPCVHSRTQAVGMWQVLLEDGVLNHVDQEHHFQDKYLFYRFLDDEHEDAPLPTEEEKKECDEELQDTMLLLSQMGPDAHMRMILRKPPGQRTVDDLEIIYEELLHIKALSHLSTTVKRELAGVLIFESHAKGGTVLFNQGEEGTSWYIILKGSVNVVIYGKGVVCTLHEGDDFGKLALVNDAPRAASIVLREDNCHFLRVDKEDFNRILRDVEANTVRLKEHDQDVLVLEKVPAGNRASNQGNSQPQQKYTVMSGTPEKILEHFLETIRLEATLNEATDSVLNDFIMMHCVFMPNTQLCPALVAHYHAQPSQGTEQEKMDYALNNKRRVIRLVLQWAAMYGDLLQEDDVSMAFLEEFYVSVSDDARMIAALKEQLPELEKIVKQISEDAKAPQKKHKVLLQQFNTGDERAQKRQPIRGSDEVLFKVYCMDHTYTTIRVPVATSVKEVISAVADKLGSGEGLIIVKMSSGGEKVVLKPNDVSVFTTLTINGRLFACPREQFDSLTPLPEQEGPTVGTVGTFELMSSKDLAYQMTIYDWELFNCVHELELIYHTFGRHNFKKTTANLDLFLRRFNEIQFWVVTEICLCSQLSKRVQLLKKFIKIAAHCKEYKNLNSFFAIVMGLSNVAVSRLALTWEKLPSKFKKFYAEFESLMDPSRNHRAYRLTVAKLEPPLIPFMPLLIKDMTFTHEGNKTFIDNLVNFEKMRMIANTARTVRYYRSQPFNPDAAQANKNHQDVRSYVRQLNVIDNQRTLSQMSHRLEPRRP
#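 Compounds were titrated in qHTS against a Rap1B-BODIPY-GDP (250 nM) complex with EPAC2 (100 nM) and GDP (50 uM). BODIPY-GDP release tracked at 480/540 nm over 30 min at room temperature, normalized to 6.5 mM cAMP.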
# EPAC2 antagonist: blocks human EPAC2 exchange factor; Q8WZA2; EPAC2 GEF exchange of Rap1B-BODIPY-GDP, fluorescence; Potency, µM (top dose mostly 114 µM), inactives show at the highest dose activity, negative = inhibition, most hits filed as inhibitors; 0.18% of 360,000 active; further: potency means the concentration at half of the fitted maximal effect; on the % scale 0 is the no-effect control and ±100 the full control effect; nearly all actives have a fitted effect of over 45% in size; many of its hits are not listed in these tables
# Active calls of the source: *; i = inactive; ? = inconclusive; . = not tested or not shown; & = joins results of further samples; [ ] = another dose, or the depositor's remark. Unless noted, the call rests on the fitted dose curve; in most records, active means well fitted curve in the direction sought with a large enough effect; inconclusive means small, poorly fitted or top-dose-only effect, or another doubt; inactive means no such curve, though single readings can be large; an effect the other way counts as inactive or inconclusive. Not all compounds are listed; rates above refer to the full screens.
No.	mol	PTHR1 ag	CCT modulator	DRD3 antagonist	DRD3 agonist	Mm-Cpn inhibitor	pAkt inh	EPAC2 agonist	EPAC2 antagonist
1	NC(=O)c1ccsc1NC(=O)C1CCCCC1	i	0.5	14	3	-1%	i	2%	-8%
2	CCOc1ccc(NC(=O)CCNc2c(N3CCCC3)c(=O)c2=O)cc1	21%	0.0	-12	-6	0%	i	17%	-4%
3	CCCNc1nc(Cl)nc(Nc2ccc(Cl)cc2)n1	-7%	0.3	9	-5	-1%	i	2%	3%
4	Cc1ccc(C)c(C(=O)CCC(=O)NNC(=O)c2cccs2)c1	i	-0.2	3	-2	0%	i	0%	0%
5	CCn1c(=O)cc(SCC(=O)NCc2ccccn2)c2ccccc21	i	-1.6	-8	-20	0%	i	8%	8%
6	CCCCn1c2nc3ccccc3nc2c2c(=O)n(CCC)cnc21	i	-1.8	-14	-2	2%	i	4%	-4%
7	CCc1ccc(NC(=O)Nc2c(C)n(C)n(-c3ccccc3)c2=O)cc1	i	1.3	-8	-8	2%	i	7%	8%
8	Cc1nn(-c2ccccc2)c(Cl)c1/C=N/NC(=O)c1[nH]ncc1Br	-37%[inhibitor]	-1.1	18	-4	2%	.	8%	0%
9	Nc1nc(Cl)cc(Nc2ccccc2Cl)n1	-6%	1.6	-4	2	-1%	i	3%	-18%
10	CCOc1ccccc1N1CCN(Cc2cccc(OC)c2O)CC1	-64%[inhibitor]	-2.2	-93*	-66	-1%	i	10%	8%
11	Cc1ccc(C2OC3=C(C(=O)CC(C)(C)C3)C(N)=C2C#N)o1 (stereo not drawn)	-17%	1.8	7	4	-2%	i	11%	1%
12	Cc1c(/C=C/C(=O)c2ccc(C(C)C)cc2)cnn1C	-27%	-3.1	?	-15	-2%	i	7%	4%
13	CCOC(=O)c1c(NC(=O)CSc2nnc3c(n2)[nH]c2ccc(F)cc23)sc(C(C)=O)c1C	-7%[57.5 µM]	-1.3	-4	0	-3%	i	3%	-5%
14	Cc1cc(Oc2ccc(N)cn2)ccc1Cl	-3%	-0.4	5	6	-3%	i	2%	7%
15	COc1cc(S(=O)(=O)N2CCOCC2)c(OC)c(S(=O)(=O)N2CCOCC2)c1	-9%[57.5 µM]	-7.4	-14	2	.	i	10%	0%
16	CCn1c(SCC(=O)Nc2ncc(C(F)(F)F)cc2Cl)nnc1-c1ccccc1	-6%	0.8	0	0	1%	i	-1%	-15%
17	Cc1ccc2cccc(OC(=O)c3ccc4c(c3)OCCO4)c2n1	-14%[57.5 µM]	-1.0	-50*	2	0%	i	2%	3%
18	O=C(CCNS(=O)(=O)c1ccc(Cl)cc1)N1CCCCCC1	i	1.2	-3	7	-2%	i	6%	8%
19	CC(C)Nc1nnc(Sc2ccc(Cl)cc2[N+](=O)[O-])s1	-21%	-0.4	2	-4	0%	i	-12%	5%
20	Cc1ccc(CNC(=O)C2CC(=O)N(C3CCCCCCC3)C2)cc1 (stereo not drawn)	-30%[inhibitor]	-0.9	0	-3	1%	i	1%	-3%
21	CCOC(=O)Cn1c(-c2cccnc2Cl)nc2ccccc21	i	-1.0	13	-10	1%	i	7%	-1%
22	Cc1c(C(=O)N2CCCCC2)c(S(=O)(=O)Nc2ccc(F)cc2F)c(C)n1C	i	0.9	7	-9	-1%	i	-1%	0%
23	CCC(=O)NC(=S)NNC(=O)COc1ccc(Br)cc1	i	-0.4	3	0	1%	i	2%	-1%
24	CC(C)CNC(=O)C1(C)CCCN1C(=O)c1ccncc1 (stereo not drawn)	-11%	-2.1	4	89*	.	i	11%	-11%
25	Cc1noc2ncnc(Oc3ccccc3Cl)c12	i	4.9	12	3	4%	i	4%	-6%
26	CCOC(=O)c1cnc(SCC(=O)Nc2ccc(N3CCOCC3)c(Cl)c2)nc1N	14%[57.5 µM]	-0.4	-11	5	0%	i	7%	-5%
27	CCC(c1nnnn1Cc1cccs1)N1CCN(C2CCCC2)CC1 (stereo not drawn)	i	1.3	-63*	3	-3%	i	5%	18%
28	C=CCn1c(-c2ccc3[nH]c(C)c(C)c3c2)n[nH]c1=S	-15%	-2.5	4	-7	4%	i	4%	6%
29	Cn1nc(-c2ccccc2)c(CO)c1Oc1cccc(C(F)(F)F)c1	-17%	-2.0	12	3	0%	i	0%	-15%
30	Cc1ccc2cc(CCNS(=O)(=O)c3ccc(F)cc3)c(=O)[nH]c2c1	i	-2.6	0	1	1%	i	5%	-7%
31	O=C(Nc1ccccc1F)NC1CCCc2ccccc21 (stereo not drawn)	i	-11	-3	17	5%	i	6%	2%
32	COc1ccc(/C=C/C(=O)NCCNC(=O)c2ccccc2)cc1OC	-3%	-2.2	5	0	-1%	i	3%	1%
33	CN1CCN(C(=O)CCN2C(=O)/C(=C/c3cccc(Br)c3)SC2=S)CC1	-17%	1.0	?	-16	2%	i	3%	-1%
34	CCOc1ccc(S(=O)(=O)NCc2ccc(C)cc2)c2cccnc12	0%	0.7	8	2	2%	i	-6%	4%
35	COc1ccc(CN(C)C(=O)Cn2ccc(N)nc2=O)cc1OC	-10%	-5.4	-16	-14	0%	i	4%	1%
36	Cc1ccc(S(=O)(=O)N2C[C@H]3N(C(=O)OC(C)C)N(C(=O)OC(C)C)C[C@H](OC(=O)NCc4ccco4)[C@@]3(O)C2)cc1	-17%	0.2	15	2	.	i	3%	-3%

# Gathered by group: the compounds so far containing bromine.
No.	mol	PTHR1 ag	CCT modulator	DRD3 antagonist	DRD3 agonist	Mm-Cpn inhibitor	pAkt inh	EPAC2 agonist	EPAC2 antagonist
8	Cc1nn(-c2ccccc2)c(Cl)c1/C=N/NC(=O)c1[nH]ncc1Br	-37%[inhibitor]	-1.1	18	-4	2%	.	8%	0%
23	CCC(=O)NC(=S)NNC(=O)COc1ccc(Br)cc1	i	-0.4	3	0	1%	i	2%	-1%
33	CN1CCN(C(=O)CCN2C(=O)/C(=C/c3cccc(Br)c3)SC2=S)CC1	-17%	1.0	?	-16	2%	i	3%	-1%

# Additional entries:
No.	mol	PTHR1 ag	CCT modulator	DRD3 antagonist	DRD3 agonist	Mm-Cpn inhibitor	pAkt inh	EPAC2 agonist	EPAC2 antagonist
37	CC1CCN(C(=O)COC(=O)c2cc(Cl)c3c(c2)OCO3)CC1	-22%	1.2	15	-5	0%	i	-2%	9%
38	O=[N+]([O-])c1ccc(-c2nc(NCc3ccccc3)c3ccccc3n2)cc1	-54%[inhibitor]	-0.9	11	6	1%	i	2%	5%
39	CC(C)Oc1ccc(Oc2ccc(C(F)(F)F)cn2)cc1	-20%	-2.0	6	0	0%	i	-9%	-4%
40	CC(C)(C)c1ccc(C2=CSC3=NCCN23)cc1	i	-0.8	7	-2	1%	i	2%	-6%
41	O=C(OCC(=O)c1c[nH]c2ccccc12)c1cccc(S(=O)(=O)N2CCCCCC2)c1	-28%	1.9	4	6	-7%	i	6%	8%
42	O=C1OCC/C1=C\c1ccc(O)cc1	0%	-0.2	18	1	1%	i	3%	-1%
43	C=CCC(C)(NCc1ccccc1)c1ccccc1 (stereo not drawn)	i	-0.6	-19	0	2%	i	2%	4%
44	O=C(O)Cc1sc(-c2ccc(Cl)cc2)nc1-c1ccccc1	-9%[57.5 µM]	-1.2	25	0	-14%	i	0%	5%
45	C/C(=N\O)c1oc2ccc3c(C)cc(=O)oc3c2c1C	-13%	-0.3	-1	5	-8%	i	7%	1%
46	COc1ccc(Cc2nn3c(-c4ccccc4OC)nnc3s2)cc1	-7%[57.5 µM]	1.4	-10	6	-4%	i	7%	13%
47	COC(=O)[C@@]12C[C@@H](CC(=O)NCc3cccc4ccccc34)C(=O)N(Cc3ccc4c(c3)OCO4)C1=CCC(C)(C)C2	17%	.	0	-10	.	i	7%	-8%
48	CCOC(=O)C1=C(O)/C(=C/c2ccc(OCC(=O)O)c(OCC)c2)SC1=Nc1ccc(C)cc1	-34%	1.3	?	-8	-16%	i	3%	-13%
49	COc1ccc(CCNC(=O)c2cc3c(=O)n4cccc(C)c4nc3n(CCCN3CCOCC3)c2=N)cc1	-12%	0.6	18	-12	0%	i	-8%	1%
50	CN1C(c2ccc(F)cc2)=CS/C1=C(/C#N)c1nnc2n1-c1ccccc1SC2	-12%	0.2	4	10	.	i	8%	7%
51	CCOC(=O)C1CCCCN1Cc1cn[nH]c1-c1ccc(F)cc1F (stereo not drawn)	i	-0.8	10	-12	3%	i	4%	9%
52	Cc1nn2c(=O)cc(COC(=O)c3ccc(NC(=O)C(C)(C)C)cc3)nc2s1	i	0.9	3	-7	0%	i	11%	25%
53	C=CCN1C(=O)C(=O)N(CC(=O)c2ccc3c(c2)CCCC3)C1=O	i	2.0	22	1	0%	i	3%	1%
54	O=C(NCC1CC1)[C@]1(C(F)(F)F)C[C@H](CCC2CCCCC2)CCCO1	i	-1.5	-24	16	.	i	-2%	-20%
55	Cc1ccc(NC(=O)Cc2cc(C(=O)O)c3ccccc3n2)c(C)c1	-31%[inhibitor]	-2.2	-1	0	0%	i	-6%	-4%
56	CCOC(=O)C1=C(N)N2C(=O)C(C)SC2=C(C(=O)OCC)C1c1ccccc1 (stereo not drawn)	i	-0.9	-19	5	-2%	i	-13%	-12%
57	Fc1ccc(NC(=S)NNc2ncc(C(F)(F)F)cc2Cl)c(F)c1	-31%[inhibitor]	-0.9	-75*	5	0%	i	3%	5%
58	COC(=O)C1=C(C)NC(C)=C(C(=O)OC)C1C(=O)OCCN1C(=O)c2ccccc2C1=O	3%[57.5 µM]	-1.8&-1.3	11&-24	4&6	1%	i	0%&19%	2%&-2%

# A different layout for some results above:
[51] CCOC(=O)C1CCCCN1Cc1cn[nH]c1-c1ccc(F)cc1F (stereo not drawn)
  PTHR1 ag: i
  CCT modulator: -0.8
  DRD3 antagonist: 10
  DRD3 agonist: -12
  Mm-Cpn inhibitor: 3%
  pAkt inh: i
  EPAC2 agonist: 4%
  EPAC2 antagonist: 9%
[52] Cc1nn2c(=O)cc(COC(=O)c3ccc(NC(=O)C(C)(C)C)cc3)nc2s1
  PTHR1 ag: i
  CCT modulator: 0.9
  DRD3 antagonist: 3
  DRD3 agonist: -7
  Mm-Cpn inhibitor: 0%
  pAkt inh: i
  EPAC2 agonist: 11%
  EPAC2 antagonist: 25%
